AmpC no deterg: inhibitors of E. coli AmpC beta-lactamase without detergent; Potency, µM (top dose mostly 57.1 µM), inactives show at the highest dose activity change, negative = inhibition, hits mostly inhibitors; 0.52% of 330,000 active; P00811; AmpC nitrocefin hydrolysis, absorbance 480 nm, 0.0001% Triton;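 also: potency is read from the fitted curve at half-maximal effect; plate controls were no compound for no effect and no enzyme for full effect; nearly all actives have a fitted effect of over 20% in size; some results filed as inactive show a strong effect at the top dose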
Target sequence (P00811 whole entry, looked up): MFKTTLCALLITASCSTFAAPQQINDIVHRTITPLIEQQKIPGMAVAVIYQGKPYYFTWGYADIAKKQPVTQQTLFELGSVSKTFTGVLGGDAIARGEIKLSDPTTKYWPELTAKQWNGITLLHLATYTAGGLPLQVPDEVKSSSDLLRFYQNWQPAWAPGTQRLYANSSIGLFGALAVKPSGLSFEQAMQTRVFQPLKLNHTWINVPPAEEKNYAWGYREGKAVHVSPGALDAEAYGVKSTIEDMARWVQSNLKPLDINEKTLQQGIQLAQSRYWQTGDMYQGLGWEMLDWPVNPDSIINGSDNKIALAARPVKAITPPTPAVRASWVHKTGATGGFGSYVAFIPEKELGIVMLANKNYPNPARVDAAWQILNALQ
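20 mM phosphate pH 7.0 + 0.01% (detergent screen) or 0.0001% Triton X-100; 5.3 nM AmpC reagent; cpd preinc 15 min RT; nitrocefin (800 uM stock) to start; A480 q20 s × 4 min; Activity was normalised to no-enzyme and no-compound control wells.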
AmpC inh detg: AmpC beta-lactamase inhibition with detergent present; P00811; AmpC hydrolysis of nitrocefin, absorbance 480 nm, 0.01% Triton; Potency, µM (titrated, usually from 114 µM), without a hit: at the highest dose activity change, negative = inhibition, actives largely listed as inhibitors; 0.041% of 370,000 active;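 also: potency is read from the fitted curve at half-maximal effect; 0% = no-compound wells and -100% = no-enzyme wells; nearly all actives have a fitted effect of over 25% in size; some results filed as inactive show a strong effect at the top dose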
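20 mM phosphate pH 7.0 + 0.01% (detergent screen) or 0.0001% Triton X-100; 5.3 nM AmpC reagent; cpd preinc 15 min RT; nitrocefin (800 uM stock) to start; A480 q20 s × 4 min; Activity was normalised to no-enzyme and no-compound control wells.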
AMA1-RON2 inh: AMA1-RON2 (P. falciparum) interaction inhibition | 0.2% of 360,000 active | Potency, µM (doses to about 58.2 µM), for the others: top-dose activity change, negative = inhibition, hits mostly inhibitors | AID 720542 | AlphaScreen AMA1-biotinylated RON2 peptide binding;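 also: potency is read from the fitted curve at half-maximal effect; 0% = vehicle wells and -100% = peptide control; nearly all actives have a fitted effect of over 45% in size; some results filed as inactive show a strong effect at the top dose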
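AMA1 (3D7) with his tag at 25 nM final met compounds first, then biotinylated RON2 peptide at 25 nM; detection used donor plus acceptor beads, 10 µg/mL apiece, read by AlphaScreen after 30 min at room temperature.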
LmPK inh: blocks Leishmania mexicana pyruvate kinase activity. purified LmPK, Kinase-Glo ATP luminescence, 1 h. 0.37% of 290,000 active. Q27686. Potency, µM (series often up to 57.5 µM), for inactives: at the top dose activity change, negative = inhibition, actives largely listed as inhibitors; also: potency is read from the fitted curve at half-maximal effect
Target sequence (Q27686 whole entry, looked up): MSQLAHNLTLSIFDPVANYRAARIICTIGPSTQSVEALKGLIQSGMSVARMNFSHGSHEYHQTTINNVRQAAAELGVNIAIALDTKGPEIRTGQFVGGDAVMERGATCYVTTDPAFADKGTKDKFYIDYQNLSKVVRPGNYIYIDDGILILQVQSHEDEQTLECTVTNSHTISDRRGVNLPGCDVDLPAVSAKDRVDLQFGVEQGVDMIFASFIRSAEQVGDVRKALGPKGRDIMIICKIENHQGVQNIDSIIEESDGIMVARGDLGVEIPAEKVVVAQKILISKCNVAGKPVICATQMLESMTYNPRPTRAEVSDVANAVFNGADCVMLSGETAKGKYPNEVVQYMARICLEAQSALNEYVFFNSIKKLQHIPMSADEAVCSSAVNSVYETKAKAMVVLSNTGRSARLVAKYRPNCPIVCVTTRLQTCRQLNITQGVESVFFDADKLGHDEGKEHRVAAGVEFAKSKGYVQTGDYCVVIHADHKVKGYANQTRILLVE
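0.1 nM LmPK, 0.5 mM PEP, 0.1 mM ADP; 50 mM imidazole pH 7.2, 7 mM MgCl2, 50 mM KCl; 1 h RT. Kinase-Glo luminescence readout, normalized to no-enzyme (full inhibition) and uninhibited wells.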
HCMV inh: inhibitors of human cytomegalovirus. HFF cells, HCMV-luciferase reporter, 72 h; stronger effect = lower value. activity change, negative = inhibition, % at 57.5 µM. 4.5% of 410,000 active. AID 1259415; in the data active = activity change below about -60%; inconclusive = no clear call, values can overlap the other calls; inactive = above about -39%
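Two-dose cell screen: HFF monolayers treated with compounds and infected with luciferase-expressing HCMV at 1 PFU/cell, 72 h at 37C, then lysed for luciferase measurement.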
TbPYK inhibitor: inhibitors of Trypanosoma brucei pyruvate kinase. Potency, µM (titrated, usually from 76.8 µM), inactives show at the highest dose activity, negative = inhibition, usual class: inhibitors. TbPYK enzyme, Kinase-Glo Plus ATP luminescence, 45 min. 0.12% of 410,000 active; also: potency is read from the fitted curve at half-maximal effect; nearly all actives have a fitted effect of over 50% in size
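TbPYK + substrate in 50 mM TEA pH 7.2, 100 mM KCl, 10 mM MgCl2, 0.05% BSA, 0.01% Tween-20; cpd pinned; ADP 130 uM final; 45 min RT; Kinase-Glo Plus 10 min; luminescence endpoint.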
HCV inh: inhibitors of hepatitis C virus infection. Huh7.5.1 HCVcc-Cre infection, luciferase reporter, 44 h. Potency, µM (doses to about 41.8 µM), for the others: at the highest dose activity change, negative = inhibition, hits mostly inhibitors. 3.4% of 340,000 active. AID 651820; also: potency is read from the fitted curve at half-maximal effect
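Luciferase read-out (15 sec integration) after a 15 min room-temperature substrate step quantifies HCVcc-Cre infection. Cells, 1,000 per well, had compound added 4 h post-plating, then virus at ~0.5 moi, and were cultured 44 h.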
An asterisk follows results filed as active; ? = inconclusive; nt = no result given; [ ] = remark or other dose. Unless noted, calls follow the shape of the dose curve; as a rule, active = well fitted curve in the direction sought with a large enough effect; inconclusive = small, poorly fitted or top-dose-only effect, or another doubt; inactive = no such curve, though single readings can be large; an effect the other way counts as inactive or inconclusive. Unless noted, % is scaled to controls: 0 for no effect and ±100 for the full control effect.

structure	AmpC no deterg	AmpC inh detg	AMA1-RON2 inh	LmPK inh	HCMV inh	TbPYK inhibitor	HCV inh
Cc1ccc(/C=N/NC(=O)CSc2nnc(-c3ccc(Cl)cc3)n2-c2ccccc2)o1	-3%	2%	6%	1%	-17	6%	11%
Clc1cccc(Cl)c1/C=C/c1ccn[nH]1	-15%	4%	0%	-6%	-33	5%	?
COc1cc(C2c3[nH]c4ccccc4c3C[C@@H]3C(=O)N(Cc4ccco4)CC(=O)N23)cc(OC)c1OC (stereo partly drawn)	168%[activator]	3%	-6%	5%	-12	3%	4%
O=S(=O)(NC1c2cccc3cccc(c23)C1N1CCNCC1)c1ccccc1 (stereo not drawn)	4%	3%	-13%	3%	21	2%	?
CCOC(=O)Oc1ccc2c(c1)C(C)=CC(C)(C)N2C(=O)OCC	49%	0%	-5%	-5%	0	-2%	5%
CCNC(=O)C1(C)CCN(Cc2cccc(Oc3ccccc3)c2)C1 (stereo not drawn)	nt	nt	-3%	nt	-20	-8%	nt
COC(=O)c1cc(OC)nc2ccc(Br)cc12	-7%	1%	43%	-4%	8	5%	11µM*
NC(=O)c1ccc(Oc2ccc(Cl)cc2)c([N+](=O)[O-])c1	-23%	-2%	1%	-6%	120	1%	10%
CCOC(=O)C(=CNc1ccccc1Cl)C(=O)OCC	7%	-5%	14%	-2%	-61*	3%	?
Cc1ccccc1CN(C)c1ccc(S(=O)(=O)N2CCN(C)CC2)cn1	115%[activator]	?	-7%	nt	0	0%	15%
CCOc1ccc(-c2nc(CSCC(=O)NCCc3ccc(OCC)c(OCC)c3)c(C)o2)cc1	nt	-3%	nt	nt	-30	2%	nt
COc1ccc(CN2CCN(S(=O)(=O)c3ccc(C)cc3)CC2)cc1OC	nt	nt	-2%	nt	5	4%	-11%
O=C(NC1CCCCC1)NS(=O)(=O)c1ccc2c(c1)CCC2	nt	nt	4%	nt	-7	-8%	23%
Cc1ccsc1C(=O)NNC(=O)CCN1CCN(c2ccccc2)CC1	-3%	-18%	-1%	nt	-27	2%	3%
CC1CCN(CCNC(=O)CN(C)S(=O)(=O)c2cccc3nsnc23)CC1	-9%	-4%	8%	0%	-21	-1%	15%
Cc1c(Cl)cccc1NC(=O)c1cccnc1	1%	2%	1%	-5%	30	-5%	2%
CC1CCCN(c2nc3nonc3nc2Nc2ccccc2F)C1 (stereo not drawn)	-4%	7%	-9%	15%	-30	-4%	?
O=C(CNS(=O)(=O)c1ccc(Br)cc1)NC1CCCC1	-19%	?	-1%	0%	1	-5%	nt
CCc1ccc(NC(=O)CCN2C(=O)c3cccnc3C2=O)cc1	-4%	3%	35%[activator]	-3%	-16	-6%	-1%
C[C@H]1CN([C@@H](C)CO)C(=O)CCCn2nncc2CO[C@H]1CN(C)C(=O)c1ccncc1	nt	nt	-9%	nt	13	-3%	nt
CCS(=O)(=O)N1Cc2ccccc2CC1C(=O)N(C)CC(=O)Nc1ccc(F)c(F)c1F (stereo not drawn)	9%	-14%	7%	nt	-23	-3%	1%[8.37 µM]
COc1cccc(-c2cc(C(=O)Nc3ccc(OC)cc3OC)no2)c1	nt	-5%	nt	nt	-4	-7%	nt
CCOc1ccc2[nH]c(=O)c(CN(CCc3ccccc3)C(=O)N3CCOCC3)cc2c1	3%	-10%	4%	0%	13	0%	29%
Cc1c(C(=O)NCCN2CCOCC2)oc2ccccc12	-7%	-2%	-6%	1%	100	5%	0%
O=[N+]([O-])c1ccc(Sc2cccc3cccnc23)cc1	-23%	6%	-22%	7%	15	2%	-14%
COc1ccc(S(=O)(=O)N2CCN=C2SCc2cccc(F)c2)cc1	-22%	2%	23%	0%	-13	-4%	-14%
O=C(/C=C/c1ccccc1Cl)N(c1ccccn1)C1CCCCC1	-9%	-1%	-18%[2.32 µM]	4%	?	4%	4%
O=[N+]([O-])c1ccc(NCc2ccccc2N2CCC(CO)CC2)nc1	-23%	2%	0%	1%	41	-23%	-14%
Nn1c(Cc2ccccc2)nc2cc(Cl)ccc2c1=O	-22%	?	12%	0%	-24	2%	-1%
Cc1ccc(N(CC(=O)NCc2ccc(F)cc2)C(=O)c2snc(C(N)=O)c2N)cc1C	-27%	-5%	1%	-6%	-32	-2%	-10%
CCCCN(C)S(=O)(=O)c1ccc(C(=O)Nc2ccc(-c3nc4ccc(C)cc4s3)cc2)cc1	nt	-4%	nt	nt	60	-1%	nt
COc1ccc(S(=O)(=O)N(C)c2ccc(C(=O)Nc3ccccc3C(=O)N3CCOCC3)cc2)cc1	49%	-5%	2%	-1%	41	-9%	12%
CCOC(=O)c1oc2ccc(S(=O)(=O)n3nc(-c4ccc(Cl)cc4)cc3N)cc2c1C	-28%	-12%	14%	3%	4	5%	6%
O=C(COC(=O)Cc1c(Cl)cccc1Cl)Nc1ccc2[nH]c(=O)[nH]c2c1	-41%	-10%	2%	nt	-14	0%	?
CCC(Sc1nc2cc3c(cc2c(=O)n1Cc1ccco1)OCO3)C(=O)NCCOC (stereo not drawn)	-4%	-9%	9%	1%	-29	nt	-19%
COc1ccc(OC)c(S(=O)(=O)Nc2c(NC3CCCCC3)c3ccccc3oc2=O)c1	46%	-6%	22%	0%	nt	2%	?
O=C(O)c1cc(N/C(=N\S(=O)(=O)c2ccc(F)cc2)c2ccccc2)ccc1O	-25%	-15%	-13%	nt	-32	-5%	17%
S=C(NCCN1CCOCC1)N1CCN(c2cccc(Cl)c2)CC1	64%[activator]	-10%	-22%	-7%	-12	-10%	?
CCc1[nH]nc2c1C(c1cccc(OC(=O)N3CCOCC3)c1)C(C#N)=C(N)O2 (stereo not drawn)	-19%	3%	-6%	1%	10	-7%	13%
O=C(COC(=O)c1ccc([N+](=O)[O-])cc1)Nc1cccnc1Cl	nt	nt	5%	nt	-10	-5%	28%
Cc1ccc2nc(-c3ccc(NC(=O)c4ccccc4S(C)(=O)=O)cc3)sc2c1	nt	-2%	nt	nt	48	3%	nt
Cc1ccc(NC(=O)N2CCSc3ccccc32)cc1	64%[activator]	3%	1%	9%	26	3%	-18%
COc1ccc(-n2nc(C(=O)NCCc3ccc(Cl)cc3)c3c4ccccc4n(C)c3c2=O)cc1	nt	0%	nt	nt	8	-1%	nt
CN=C1N(C)C[C@@H]2[C@@H]3C(=O)N(C)C(=O)[C@@H]3[C@](C)(C(=O)OC)N12	-11%	nt	1%	nt	-6	3%	12%[8.37 µM]
COc1ccc(CNC(=O)CSCc2c(F)cccc2Cl)cc1	-3%	0%	-1%	7%	-25	2%	-11%
COc1ccc(CN(C)C(=O)Cn2cc(C)c(=O)[nH]c2=O)cc1OC	nt	nt	14%	nt	11	1%	25%
Cc1cc(=O)[nH]c(-c2cccs2)n1	-8%	-3%	-20%	-11%	1	0%	24%
O=S(=O)(NCCc1ccccn1)c1ccc(OC(F)(F)F)cc1	-3%	-3%	8%	-3%	-8	5%	-9%
C=CCNC(=O)CN(c1cc(Cl)ccc1OC)S(=O)(=O)c1ccc(C)c([N+](=O)[O-])c1	19%	-6%	-6%	9%	-3	-2%	4%
CCOC(=O)C1CCN(C(=O)c2ccc3nc(-c4ccc(OC)cc4)c(-c4ccc(OC)cc4)nc3c2)CC1	136%[activator]	1%	15%	0%	0	0%	25µM*
O=C(O)/C=C/c1ccc(S(=O)(=O)Nc2cccnc2)cc1	-8%	-15%	7%	9%	23	-4%	7%
Cc1ccc(S(=O)(=O)/C=C2\NC(=O)CS2)cc1	-32%	0%	3%	-7%	-5	0%	6%

For convenience, some entries already given.
structure	AmpC no deterg	AmpC inh detg	AMA1-RON2 inh	LmPK inh	HCMV inh	TbPYK inhibitor	HCV inh
S=C(NCCN1CCOCC1)N1CCN(c2cccc(Cl)c2)CC1	64%[activator]	-10%	-22%	-7%	-12	-10%	?
CCc1[nH]nc2c1C(c1cccc(OC(=O)N3CCOCC3)c1)C(C#N)=C(N)O2 (stereo not drawn)	-19%	3%	-6%	1%	10	-7%	13%
O=C(COC(=O)c1ccc([N+](=O)[O-])cc1)Nc1cccnc1Cl	nt	nt	5%	nt	-10	-5%	28%
Cc1ccc2nc(-c3ccc(NC(=O)c4ccccc4S(C)(=O)=O)cc3)sc2c1	nt	-2%	nt	nt	48	3%	nt
Cc1ccc(NC(=O)N2CCSc3ccccc32)cc1	64%[activator]	3%	1%	9%	26	3%	-18%
COc1ccc(-n2nc(C(=O)NCCc3ccc(Cl)cc3)c3c4ccccc4n(C)c3c2=O)cc1	nt	0%	nt	nt	8	-1%	nt
CN=C1N(C)C[C@@H]2[C@@H]3C(=O)N(C)C(=O)[C@@H]3[C@](C)(C(=O)OC)N12	-11%	nt	1%	nt	-6	3%	12%[8.37 µM]
COc1ccc(CNC(=O)CSCc2c(F)cccc2Cl)cc1	-3%	0%	-1%	7%	-25	2%	-11%
COc1ccc(CN(C)C(=O)Cn2cc(C)c(=O)[nH]c2=O)cc1OC	nt	nt	14%	nt	11	1%	25%
Cc1cc(=O)[nH]c(-c2cccs2)n1	-8%	-3%	-20%	-11%	1	0%	24%
O=S(=O)(NCCc1ccccn1)c1ccc(OC(F)(F)F)cc1	-3%	-3%	8%	-3%	-8	5%	-9%
C=CCNC(=O)CN(c1cc(Cl)ccc1OC)S(=O)(=O)c1ccc(C)c([N+](=O)[O-])c1	19%	-6%	-6%	9%	-3	-2%	4%
CCOC(=O)C1CCN(C(=O)c2ccc3nc(-c4ccc(OC)cc4)c(-c4ccc(OC)cc4)nc3c2)CC1	136%[activator]	1%	15%	0%	0	0%	25µM*
O=C(O)/C=C/c1ccc(S(=O)(=O)Nc2cccnc2)cc1	-8%	-15%	7%	9%	23	-4%	7%
Cc1ccc(S(=O)(=O)/C=C2\NC(=O)CS2)cc1	-32%	0%	3%	-7%	-5	0%	6%

Source: PubChem BioAssay
